# GLP-1R inv ag – qHTS of GLP-1 Receptor Inverse Agonists (Inhibition Mode) | AID 624417, 2012 | actives 1.6% (n = 410,000) | Potency, µM (titrated, usually from 38.3 µM), for the others: at the highest dose activity change, negative = inhibition, actives largely listed as inhibitors | HEK293 GLP-1R CRE-luciferase, luminescence, 24 h; GLP-1R form is constitutively active | Glucagon-like peptide 1 receptor (Homo sapiens), P43220; further: on the % scale 0 is the no-effect control and ±100 the full control effect; nearly all actives have a fitted effect of over 55% in size
# Target sequence (P43220 whole entry, looked up): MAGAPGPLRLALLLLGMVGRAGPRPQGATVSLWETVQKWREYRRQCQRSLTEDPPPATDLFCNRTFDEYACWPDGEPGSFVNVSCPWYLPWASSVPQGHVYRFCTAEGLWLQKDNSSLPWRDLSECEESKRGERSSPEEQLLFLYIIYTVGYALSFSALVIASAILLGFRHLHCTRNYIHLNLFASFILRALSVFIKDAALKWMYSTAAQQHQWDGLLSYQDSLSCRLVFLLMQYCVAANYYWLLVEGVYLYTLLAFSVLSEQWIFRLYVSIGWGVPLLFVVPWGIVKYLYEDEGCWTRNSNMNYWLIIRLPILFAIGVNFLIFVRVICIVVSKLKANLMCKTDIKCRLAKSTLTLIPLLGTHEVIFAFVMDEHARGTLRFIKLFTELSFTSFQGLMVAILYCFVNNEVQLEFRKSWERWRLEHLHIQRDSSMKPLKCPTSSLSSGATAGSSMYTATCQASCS
#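 Inverse agonists were sought by their lowering of basal cAMP reporter luciferase output in HEK293 cells stably carrying constitutively active human GLP-1R, after 24 h compound treatment.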
# KB-3-1 tox – qHTS assay for MDR1-selective chemotherapeutics: Primary screen using the parental adenocarcinoma cell KB-3-1. actives 1.4% (n = 400,000). KB-3-1 viability, CellTiter-Glo ATP luminescence, 72 h. Potency, µM (highest dose often 46.1 µM), inactives show top-dose activity change, negative = cytotoxic, most hits filed as cytotoxic; further: on the % scale 0 is the no-effect control and ±100 the full control effect; nearly all actives have a fitted effect of over 60% in size
#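 Screening of KB-3-1 cells (DMEM, 10% FBS, phenol-red free) ran from lowest to highest compound concentration; after 72 h at 37 °C viability was read luminescently and curves fitted.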
# SW480 rerep – A quantitative high throughput screen for small molecules that induce DNA re-replication in SW480 colon adenocarcinoma cells; SW480 DNA re-replication, Hoechst DNA content imaging, 48 h; Potency, µM (top dose mostly 46.1 µM), without a hit: at the top dose re-replication activation, actives largely listed as activators; actives 1.8% (n = 340,000); AID 624297, 2012; further: % of control where 0% means no effect; nearly all actives have a fitted effect of over 55% in size
#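 Quantitative HTS format with DMSO vehicle controls; 48 hr drug incubation at 37 C, then 40 min Hoechst staining and scanning imager measurement at 405 nm excitation.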
# HT1080 IDH1KD tx – qHTS for induction of synthetic lethality in tumor cells producing 2HG: qHTS for the HT-1080-IDH1KD cell line; HT-1080 IDH1 knockdown viability, ATP luminescence, 48 h; actives 2% (n = 360,000); Potency, µM (doses to about 46.1 µM), for the others: at the top dose activity, negative = toxicity, usual class: cytotoxic;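 further: 0% = DMSO wells and -100% = cell-free medium wells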
#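 Using the IDH1-knockdown HT-1080 line run in the same batch and compound series as the NT line, viability after 48 h at 37 °C was determined by CellTiter-Glo luminescence and expressed as % activity.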
# GLP-1R agonist – qHTS of GLP-1 Receptor Agonists; Glucagon-like peptide 1 receptor (Homo sapiens), P43220; HEK293 GLP-1R CRE-luciferase, luminescence, 4-6 h; cells express a hypersensitive GLP-1R form; Potency, µM (titrated, usually from 45.6 µM), for inactives: top-dose activation, usual class: activators; actives 0.007% (n = 380,000); further: % of control where 0% means no effect
# HEK293 tox – qHTS of GLP-1 Receptor Inverse Agonists: Cytotox Screen. HEK293 cAMP-luciferase reporter cells, luminescence, 24 h. Potency, µM (top dose mostly 38.3 µM), for the others: at the highest dose activity change, negative = inhibition, actives largely listed as inhibitors. actives 0.13% (n = 410,000);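 further: loss of luciferase light is scored as toxicity; on the % scale 0 is the no-effect control and ±100 the full control effect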
#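 Step one: seed cells (200 cells/uL, DMEM with 10% Nu serum, 1% pen-strep). Step two: 12-hour incubation at 37 deg C. Step three: pin 23 nL compound, incubate 24 hr. Step four: add luciferase reagent, read luminescence 12 min later.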
# KB-V1 MDR tox – qHTS assay for MDR1-selective chemotherapeutics: Primary screen using the drug-selected MDR subline cells KB-V1 | Potency, µM (top dose mostly 46.1 µM), for inactives: at the highest dose activity change, negative = cytotoxicity, most hits filed as cytotoxic | AID 1347076, 2019 | KB-V1 MDR cells viability, CellTiter-Glo, 72 h | actives 3.4% (n = 400,000); further: on the % scale 0 is the no-effect control and ±100 the full control effect; nearly all actives have a fitted effect of over 60% in size
#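 Cytotoxicity via CellTiter-Glo luminescence after 72 h compound exposure at 37 degrees C. Cells: drug-selected KB-V1 line, DMEM phenol-red free plus 10% FBS. Compounds tested at multiple concentrations; normalized data fitted to concentration-effect curves.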
# HT1080-NT tox – qHTS for induction of synthetic lethality in tumor cells producing 2HG: qHTS for the HT-1080-NT fibrosarcoma cell line | HT-1080-NT fibrosarcoma viability, CellTiter-Glo ATP luminescence, 48 h | Potency, µM (top dose mostly 46.1 µM), inactives show at the top dose activity, negative = less viability, hits mostly cytotoxic | actives 1.6% (n = 360,000) | AID 686970, 2013;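 further: NT is the 2HG producing partner of a matched IDH1 knockdown line; 0% = DMSO-treated cells and -100% = media-only wells without cells; nearly all actives have a fitted effect of over 55% in size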
#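 HT-1080-NT fibrosarcoma cells (2HG-overproducing), 750 cells/well in RPMI with 5% FBS, dosed after 2 h and incubated 48 h at 37C. CellTiter-Glo luminescence normalized to DMSO and no-cell wells; concentration-response curves fitted and classed.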
# TDP-43 yeast inh – qHTS of TDP-43 Inhibitors. actives 1.8% (n = 410,000). AID 652104, 2013. TDP-43 expressing yeast growth rescue, BacTiter-Glo, 24 h. Potency, µM (titrated, usually from 46.1 µM), without a hit: top-dose growth rescue (activation), most hits filed as activators; further: % of control where 0% means no effect; nearly all actives have a fitted effect of over 50% in size
#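 Luminescence from BacTiter-Glo reports growth of TDP-43-expressing yeast after 24 hr at 30 deg C with compound. Cells were raffinose-pregrown to mid-log, then seeded in galactose medium at OD600=0.02.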
# An asterisk follows results filed as active; ? = inconclusive; / = no result given; [ ] = dose if it differs, or a comment. The call rests on the fitted dose curve; in most records, active means well fitted curve in the direction sought with a large enough effect; inconclusive means small, poorly fitted or top-dose-only effect, or another doubt; inactive means no such curve, though single readings can be large; an effect the other way counts as inactive or inconclusive. Potency means the concentration at half of the fitted maximal effect.
SMILES,GLP-1R inv ag,KB-3-1 tox,SW480 rerep,HT1080 IDH1KD tx,GLP-1R agonist,HEK293 tox,KB-V1 MDR tox,HT1080-NT tox,TDP-43 yeast inh
COc1ccccc1NC(=O)C(=O)NCC1CCCN1S(=O)(=O)c1cccs1 (centres undefined),-14%,-4%,-2%,9%,-2%,-24%,4.6µM*,12%,4%
Cc1cc(=O)n(Cc2ccc(OC(C)C)cc2)c(=S)[nH]1,-19%,11%,?,-6%,15%,-9%,-25%,?,17%
CN(CC(=O)Nc1ccccc1Cl)C(=O)COC(=O)c1ccc(Cl)nc1,-5%,0%,-3%,3%,5%,8%,0%,0%,15%
O=C(Nc1c(C(=O)N2CCC(N3CCCCC3)CC2)oc2ccccc12)c1ccc(F)cc1,?,-2%,0%,-5%,8%,-21%,?,0%,-11%
O=C(O)c1ccccc1C(=O)Nc1nccs1,-5%,3%,-9%,-1%,-12%,6%,7%,21%,-3%
Cn1cnnc1SCC(=O)Nc1ccccc1Oc1ccccc1,1%,-1%,0%,14%,4%,-1%,14%,13%,8%
O=C1SC(Nc2ccc(Cl)cc2)C(=O)N1Cc1ccccc1 (centres undefined),?,2%,/,/,/,-1%,0%,/,?
COC(=O)c1ccccc1NC(=O)c1sc2nc(C)cc(C)c2c1NC(=O)c1ccccc1Cl,18%,?,/,/,3%,2%,-17%,/,20%
O=[N+]([O-])c1cc(S(=O)(=O)Nc2ccccc2)ccc1-n1nnc2ccccc21,-27%,-2%,2%,-6%,-26%,-25%,-12%,-9%,1%
CCOC(=O)c1nn(-c2ccccc2C)c2nc(Nc3ccccc3)cc(=O)n12,2%,3%,0%,-7%,15%,-1%,10%,-9%,5%
O=C(Nc1cc(S(=O)(=O)N2CCOCC2)ccc1Cl)c1ccc(=O)[nH]c1,26%,15%,-76%[inhibitor],4%,12%,-11%,13%,4%,-3%
CC1CCCCN1C(=O)CSc1nc2cc3c(cc2c(=O)n1Cc1ccc2c(c1)OCO2)OCO3 (centres undefined),0%,6%,3%,-9%,1%,-18%,?,-18%,18%
O=C(NCCN1C(=O)S/C(=C\c2cccnc2)C1=O)c1cc(S(=O)(=O)N2CCOCC2)ccc1F,0%,4%,2.1µM*,-4%,4%,-2%,-6%,0%,0%
Cn1cccc1C(=O)NC1CCCCC1,37%[activator],3%,-73%[inhibitor],10%,2%,-8%,18%,9%,-5%
CSc1cccc(NC(=O)/C=C/c2cccc(Cl)c2)c1,?,?,-60%[inhibitor],-15%,-1%,-13%,18µM*,-16%,-3%
Cc1ccc(-n2c(N)c(C(=O)N3CCN(C)CC3)sc2=S)cc1,0%,1%,-3%,-1%,-2%,-3%,10%,-3%,4%
O=C(O)C1CCC(CNCc2ccccc2Cl)CC1 (centres undefined),-9%,-1%,-11%,14%,-2%,-22%,12%,10%,-21%
O=C(C1=C[C@H](c2csc3ccccc23)C[C@H](OCc2ccc(CO)cc2)O1)N1CCN(Cc2ccccc2)CC1,?,?,-11%,-25%,9%,-11%,-24%,-24%,3%
O=C(Cc1ccccc1)Nc1c[nH]c(=O)[nH]c1=O,8%,23%,-6%,8%,0%,15%,0%,0%,1%
C=CCN(CC=C)CCOc1ccc2ccccc2c1,?,-1%,0%,-20%,19%,-18%,-7%,-17%,-7%
O=C(C1CCC1)N1CCc2cc(S(=O)(=O)N3CCN(c4ccccc4)CC3)ccc21,12%,3%,/,/,1%,-8%,-8%,/,?
Cc1cc(NNC(=O)c2cccc(C(F)(F)F)c2)nc2c1c(C)nn2C,-12%,-28%,-5%,?,2%,0%,?,?,-2%
CCc1ccc2c(CN3CCN(S(=O)(=O)c4ccccc4F)CC3)cc(=O)oc2c1,-23%,-8%,15%,2%,18%,-2%,0%,-1%,-13%
COC(=O)[C@]1(C)N[C@H](CN(C)S(=O)(=O)c2ccc(-c3ccccc3)cc2)[C@@H]2C(=O)N(Cc3ccccc3)C(=O)[C@@H]21,10%,10%,4%,1%,-1%,-5%,0%,-6%,13%
COCCNC(=O)C1(C)CCCN(Cc2cc(-c3ccccc3)on2)C1 (centres undefined),?,0%,/,1%,-5%,3%,-2%,15%,6%
O=C(C[n+]1ccncc1)c1ccccc1,4%,-8%,-3%,13%,2%,-7%,7%,6%,-11%
Cc1cccc(-n2ncc3c(NCCN4CCOCC4)ncnc32)c1,1%,4%,-3%,10%,33%,23%,-17%,15%,16%
CCc1c(C)nc(N2CCN(Cc3ccccc3)CC2)[nH]c1=O,9%,0%,-1%,4%,0%,1%,-7%,4%,8%
COCc1cc(C)nc(SCC(=O)Nc2ccc3c(c2)OCO3)c1C#N,90%[activator],-4%,?,-13%,8%,76%[activator],-12%,-6%,-2%
Cc1ccc(C)c(Nc2nn3c(=O)c4ccc(C(=O)NCCc5ccccc5)cc4nc3s2)c1,5%,9%,/,/,-10%,-11%,0%,/,5%
OCC1OC(n2cnc3c(/C=C(\O)c4ccccc4)ncnc32)C(O)C1O (centres undefined),-21%,?,?,15µM*,2%,?,?,?,-3%
CCc1ccc(C(=O)Nc2nc(C)cs2)s1,?,0%,26%,?,-2%,-4%,0%,?,10%
CCOc1ccc(OCC(=O)Nc2cc(Cl)ccc2-n2cncn2)cc1,16%,2%,/,-7%,9%,4%,-18%,0%,?
CCOC(=O)c1sc(NC(=O)/C=C/c2c(F)cccc2Cl)nc1C,5%,14%,-3%,18%,-7%,4%,19%,25%,8%
COC(=O)C1=C(C)NC(=S)NC1c1ccc(OCC(=O)N2CCCCC2)c(OC)c1 (centres undefined),47%[activator],0%,-5%,9%,-3%,-3%,0%,1%,-1%
CC(C)NC(=S)NNC(=O)C12CC3CC(CC(C3)C1)C2,0%,-4%,5%,-9%,3%,6%,2%,6%,-20%
CCOC(=O)c1c(NC(=O)COc2ccc(CC)cc2)sc2c1CCCC2,0%,5%,/,/,-6%,1%,-16%,/,0%
Cc1cccc(N2CCN(CCCNC(=O)c3sc4ncccc4c3-n3cccc3)CC2C)c1 (centres undefined),4%,3%,/,/,/,3%,4%,/,4%
COc1cc(-c2noc(C)n2)cc(OC)c1OC,39%[activator],14%,-10%,5%,1%,-5%,1%,0%,11%
CN(C)C(CNC(=S)Nc1ccccc1Cl)c1cccnc1 (centres undefined),12%,6%,-2%,21%,5%,0%,-6%,12%,3%

# Quoted at random: 4 compounds from above
SMILES,GLP-1R inv ag,KB-3-1 tox,SW480 rerep,HT1080 IDH1KD tx,GLP-1R agonist,HEK293 tox,KB-V1 MDR tox,HT1080-NT tox,TDP-43 yeast inh
COc1cc(-c2noc(C)n2)cc(OC)c1OC,39%[activator],14%,-10%,5%,1%,-5%,1%,0%,11%
COC(=O)[C@]1(C)N[C@H](CN(C)S(=O)(=O)c2ccc(-c3ccccc3)cc2)[C@@H]2C(=O)N(Cc3ccccc3)C(=O)[C@@H]21,10%,10%,4%,1%,-1%,-5%,0%,-6%,13%
Cc1cccc(-n2ncc3c(NCCN4CCOCC4)ncnc32)c1,1%,4%,-3%,10%,33%,23%,-17%,15%,16%
COCCNC(=O)C1(C)CCCN(Cc2cc(-c3ccccc3)on2)C1 (centres undefined),?,0%,/,1%,-5%,3%,-2%,15%,6%

# Next entries:
SMILES,GLP-1R inv ag,KB-3-1 tox,SW480 rerep,HT1080 IDH1KD tx,GLP-1R agonist,HEK293 tox,KB-V1 MDR tox,HT1080-NT tox,TDP-43 yeast inh
CC(=O)C(=Cc1cc(C)n(-c2ccccc2)c1C)C(C)=O,-5%,3%,0%,-6%,11%,-2%,-18%,-12%,-14%
C/C(=N\Nc1cccc2cccnc12)c1ccc[nH]1,-2%[7.66 µM],?,-1%,-21%,2%,-5%[7.66 µM],-21%,0%,14%
COc1cccc2cc(C(=O)NCCC3=CCCCC3)c(=O)oc12,-6%,-5%,-1%,2%,18%,16%,1%,8%,1%
O=C(CCCN1CCOCC1)c1ccc2c(c1)OCCO2,-13%,2%,2%,14%,0%,-11%,-14%,-14%,-14%
CC(C)(C)n1nnnc1C(c1cc2ccccc2o1)N(Cc1ccccc1)Cc1ccccc1 (centres undefined),?,?,/,?,-2%,-12%,21µM*,-9%,29%
CC(C)c1ccc(C(C(=O)NC2CCCCC2)N(C(=O)c2ccccn2)c2cccnc2)cc1 (centres undefined),-3%[7.66 µM],3%,7%,14%,5%,0%[7.66 µM],8%,3%,-6%[9.22 µM]
COc1ccc(C(=O)NCCc2sc(-c3ccc(F)cc3)nc2C)cc1OC,8%,2%,/,/,/,-10%,-3%,/,20%
CCOc1ccc(CN2CCNC(=O)C2CC(=O)NCCc2ccccn2)cc1 (centres undefined),-2%,-11%,0%,6%,16%,0%,-3%,2%,8%
COc1ccc(C(O)c2nccn2C)cc1 (centres undefined),6%,16%,-5%,9%,1%,15%,19%,1%,-26%
Cc1cc(C)c2c(N)c(C(=O)Nc3c(C)n(C)n(-c4ccccc4)c3=O)sc2n1,10%,4%,?,1%,1%,11%,-13%,-2%,0%
CCCCNS(=O)(=O)c1cc(-c2nn(C)c(=O)c3ccccc23)ccc1C,15%,16µM*,?,?,33%,-16%,?,-20%,3%
CS(=O)(=O)N(Cc1ccc(C(=O)NCCSCc2ccco2)cc1)c1ccccc1,0%,-7%,0%,-2%,-11%,-2%,?,6%,0%
O=C(Nc1cccnc1)c1cc2c(s1)-c1ccccc1OC2,?,-8%,14%,8%,0%,79%[activator],4%,-1%,-3%
C=CCNC(=S)/N=c1/ccccn1C,4%,-5%,-7%,6%,18%,6%,?,19%,3%

# Screening data as filed in PubChem.
